GCN5L2 inh: blocks human GCN5L2 histone acetyltransferase; GCN5L2 HAT assay, ThioGlo1 CoA-SH fluorescence; AID 504327; 390,000 tested, 0.21% active; Potency, µM (titrated, usually from 58.9 µM), without a hit: at the top dose activity change, negative = inhibition, most hits filed as inhibitors
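qHTS, 1536-well. 20nM enzyme, pH 7.5 HEPES/EDTA/Tween-20 buffer; 15 min compound preinc., RT. Start: 75uM H3(1-25), 70uM AcCoA, 50uM ThioGlo1. Read Ex340/Em540 at t=0 (autofluorescence flag) and t=20 min.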
FEN1 inh: inhibitors of human flap endonuclease 1; P39748; Potency, µM (series often up to 114 µM), without a hit: at the highest dose activity change, negative = inhibition, most hits filed as inhibitors; Recombinant FEN1 flap cleavage, fluorescence, 15 min; 390,000 tested, 0.35% active; further: nearly all actives have a fitted effect of over 65% in size
Target sequence (P39748 whole entry, looked up): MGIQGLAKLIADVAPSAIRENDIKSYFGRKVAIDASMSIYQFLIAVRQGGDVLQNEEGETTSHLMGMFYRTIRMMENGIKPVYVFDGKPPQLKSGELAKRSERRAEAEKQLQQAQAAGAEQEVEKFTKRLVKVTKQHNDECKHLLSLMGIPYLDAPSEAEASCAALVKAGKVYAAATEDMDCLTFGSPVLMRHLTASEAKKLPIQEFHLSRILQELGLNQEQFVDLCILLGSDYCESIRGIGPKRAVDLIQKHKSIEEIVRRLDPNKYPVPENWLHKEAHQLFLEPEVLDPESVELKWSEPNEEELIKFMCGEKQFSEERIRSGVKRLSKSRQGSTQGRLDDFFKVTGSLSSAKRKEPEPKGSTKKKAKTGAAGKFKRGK
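In this screen, 50 nM flap DNA substrate was added to 10 nM FEN1 pretreated with compound for 15 min at room temperature; cleavage was followed with reads at 0 and 15 min, and Hill fitting gave concentration–response parameters.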
N370S GC mod: inhibits or activates N370S mutant glucocerebrosidase; P04062; N370S GC spleen homogenate, 4MU-glucoside fluorescence; Potency, µM (top dose mostly 59.4 µM), for inactives: top-dose activity change, negative = inhibition, hits mostly inhibitors; 330,000 tested, 0.092% active; AID 2101;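 further: 0% = full enzyme activity and -100% = no enzyme basal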
* marks the source's active call; other numbers are inactive results; ? = inconclusive; . = not tested or not shown; & = joins results of further samples; [ ] = another dose, or the depositor's remark. The call rests on the fitted dose curve; in most records, active means well fitted curve in the direction sought with a large enough effect; inconclusive means small, poorly fitted or top-dose-only effect, or another doubt; inactive means no such curve, though single readings can be large; an effect the other way counts as inactive or inconclusive. Unless noted, on the % scale 0 is the no-effect control and ±100 the full control effect; potency means the concentration at half of the fitted maximal effect.

SMILES	GCN5L2 inh	FEN1 inh	N370S GC mod
COc1ccc(-c2ccc3c(N)c(C(=O)c4ccc(OC)c(OC)c4)sc3n2)cc1	-6%&-3%	-3%&-2%	14%
CCc1ccc(N2CC(C(=O)Nc3nccs3)CC2=O)cc1 (stereo not drawn)	2%	5%	6%[2.35 µM]
COc1cc(OC)cc(C(=O)NCc2ccc3c(c2)OCO3)c1	2%	-3%	-18%
O=C1c2ccccc2C(=O)C1c1ccnc2ccccc12	1%	-1%	2%
CN1CCN(C(=O)c2ccccc2NC(=O)COc2ccccc2Cl)CC1	-2%	5%	-7%
Cc1c(C(=O)O)cccc1-n1c(C)cc(/C=N/NC(=O)c2cc3ccccc3o2)c1C	-10%	11%	-6%
CNc1nc(-c2ccccc2)nc(-c2ccc(OC)cc2)c1C#N	-2%	13%	10%
CC#CC(=O)N1CCCC(Cc2cccc(OC)c2)(C(=O)OCC)C1 (stereo not drawn)	-9%	20%	-1%
Cn1c(SCC(=O)c2ccc3c(c2)OCO3)nnc1C1COc2ccccc2O1 (stereo not drawn)	2%	-6%	-6%
CCOC(=O)c1ccc(CN(Cc2ccccc2C)S(=O)(=O)c2ccc(C(C)(C)C)cc2)cc1	-1%	-5%	.
COc1ccc(Cc2nnc(NC(=O)c3ccccc3F)s2)cc1	-1%	0%	0%
Cc1cc(C)cc(OCC(O)CN2C(=O)NC(C)(C)C2=O)c1 (stereo not drawn)	-2%	-3%	-19%
COC(=O)C1(C)NC(c2ccc(OC)cc2)C2C(=O)N(c3ccccc3)C(=O)C21 (stereo not drawn)	-2%	1%	-1%
CCCNC(=O)CSc1nnc(-c2ccccc2Br)n1-c1cccc(C(F)(F)F)c1	0%	-2%	-15%
CC(=O)N1CCN(c2ccc([N+](=O)[O-])cc2)CC1	4%	-11%	-7%

Copied from the list:
Value for CNc1nc(-c2ccccc2)nc(-c2ccc(OC)cc2)c1C#N in GCN5L2 inh: -2%
Value for CCOC(=O)c1ccc(CN(Cc2ccccc2C)S(=O)(=O)c2ccc(C(C)(C)C)cc2)cc1 in FEN1 inh: -5%
Value for COc1cc(OC)cc(C(=O)NCc2ccc3c(c2)OCO3)c1 in N370S GC mod: -18%
Value for COc1ccc(-c2ccc3c(N)c(C(=O)c4ccc(OC)c(OC)c4)sc3n2)cc1 in GCN5L2 inh: -6%&-3%
Value for CC(=O)N1CCN(c2ccc([N+](=O)[O-])cc2)CC1 in N370S GC mod: -7%
Value for CN1CCN(C(=O)c2ccccc2NC(=O)COc2ccccc2Cl)CC1 in FEN1 inh: 5%

Remaining list, next part
SMILES	GCN5L2 inh	FEN1 inh	N370S GC mod
CC[C@@H](C)[C@@H](C(=O)Nc1ccc(C)cc1)N1Cc2ccccc2C1=O	-6%	?	.
COc1ccc(S(=O)(=O)N2CCC(C(=O)Oc3cccc(C)c3)CC2)cc1OC	?	-24%	-1%
c1ccc(Nc2nc3ccccc3n3cnnc23)cc1	-5%	11%	25%
Cc1cc(NC(=O)CSc2ncnc3ccccc23)no1	-4%	16%	-2%
CCCNC(=O)C1CC(c2ccc(C(F)(F)F)cc2)=NO1 (stereo not drawn)	32%[activator]	16%	-6%
CSc1nnnn1-c1cccc(O)c1	-18%	2%	5%
Cc1ccccc1CS(=O)(=O)Cc1ccc(C(=O)NCCCN2CCCC2=O)o1	-2%	1%	2%
O=C1C(=O)N(Cc2cccnc2)C(c2cccc(Br)c2)/C1=C(/O)c1ccc2c(c1)OCO2 (stereo not drawn)	-29%	5%	-12%
O=C(NC1CCN(Cc2ccccc2)CC1)C1CCN(S(=O)(=O)c2ccccc2)CC1	0%	18%	-3%
CCc1ccc(NC(=O)c2ccc3[nH]c(C)c(C)c3c2)cc1	13%	12%	.
Cc1cc(C)c(C#N)c(SCC(=O)Nc2nonc2N)n1	-2%	-2%	-2%
COc1ccc(CCNC(=O)c2cc3n(n2)CCCN(Cc2ccc(C)cc2)C3=O)cc1OC	20%	23%	.
Cc1cccc(Cn2nnc3c(=O)[nH]c(C4CCN(C(=O)c5ccc(F)cc5)CC4)nc32)c1	-9%	-2%	.
CCCOc1ccc(-c2nn(-c3ccccc3)cc2C2NC(=O)NC(C)=C2C(=O)OC(C)C)cc1 (stereo not drawn)	-15%	-31%	.
O=C(CN1CC(=O)Nc2ccccc21)Nc1ccc(F)c(F)c1	-2%	-2%	-2%
CC(C)CCNC(=O)c1cc(-c2ccc(Br)s2)nc2ccccc12	-11%	-15%	.
O=C(c1ccc(OC2CCN(Cc3ccccn3)CC2)cc1)N1CCCCO1	-14%	9%	6%
Cc1ccc(NC(=O)c2ccc3c(c2)C(=O)N(CC2CCCO2)C3=O)cc1C (stereo not drawn)	-2%	-2%	-7%
O=c1c(Br)c(Br)cnn1-c1ccccc1	-6%	-3%	1%
Cc1cccc(C(=O)Nc2ccc(C(=O)N/N=C/c3ccc4c(c3)OCO4)cc2)c1	-18%	1%	-1%
CC(=O)N1CCCc2cc(S(=O)(=O)N(CC(C)C)CC(C)C)ccc21	-5%	-11%	20%
COc1ccc(C2=C(Nc3ccccc3)c3ccccc3C2=O)cc1	7%	7%	7%
CC(=O)OC1CCC23CC1(C)CCC2C(C)(C)CC3OC(C)=O (stereo not drawn)	-2%	.	11%
CCCCCCSc1cccc(-c2nc3ccc(C)cn3c2NC2CCCCC2)c1	-14%	?	-26%
N#Cc1c(NC(=O)CCCC(=O)O)sc2c1CCCCC2	-7%	4%	2%
Cc1nc(Cl)c(C#N)c2c1CCCC2	-3%	1%	13%
CN1CCN(c2ccc(C(CC(N)=O)NC(=O)Cc3cccc4ccccc34)cc2[N+](=O)[O-])CC1 (stereo not drawn)	0%	-5%	-5%
Cc1ccc(N(C(=O)Cc2cccs2)C(C(=O)NCC2CCCO2)c2ccncc2)cc1 (stereo not drawn)	0%	10%	3%
O=C(NC1CCCCC1)c1cccc(S(=O)(=O)N2CCCCC2)c1	0%	-2%	-15%
O=C1c2ccccc2[C@@H]2C[C@@H](O)[C@H](Nc3cccc4ccccc34)CCN12	-5%	-16%	.

Next part, overlapping the part above by 4 compounds.
SMILES	GCN5L2 inh	FEN1 inh	N370S GC mod
CN1CCN(c2ccc(C(CC(N)=O)NC(=O)Cc3cccc4ccccc34)cc2[N+](=O)[O-])CC1 (stereo not drawn)	0%	-5%	-5%
Cc1ccc(N(C(=O)Cc2cccs2)C(C(=O)NCC2CCCO2)c2ccncc2)cc1 (stereo not drawn)	0%	10%	3%
O=C(NC1CCCCC1)c1cccc(S(=O)(=O)N2CCCCC2)c1	0%	-2%	-15%
O=C1c2ccccc2[C@@H]2C[C@@H](O)[C@H](Nc3cccc4ccccc34)CCN12	-5%	-16%	.
CCC(C)N1CCC2(CC1)N=c1c(c3c4c5c(C)c(O)c3c(O)c1=NC(=O)C(C)=CC=C[C@H](C)[C@H](O)[C@@H](C)[C@@H](O)[C@@H](C)[C@H](OC(C)=O)[C@H](C)[C@@H](OC)C=CO[C@@](C)(O5)C4=O)N2 (stereo partly drawn)	-2%	-3%	-13%
O=C(C1CCC1)N1CCN(S(=O)(=O)c2ccc([N+](=O)[O-])cc2)CC1	-4%	11%	.
CC1CCCCC1NC(=O)COC(=O)c1ccc2c(c1)NC(=O)CS2 (stereo not drawn)	-1%	-6%	.
Cn1c(CC(=O)NNC(=O)c2ccccc2F)nc2ccccc21	-3%	-14%	.
O=C(NN1CCOCC1)c1cc(-c2ccncc2)nc2ccccc12	-3%	1%	-9%
COc1ccc(CNC(=O)c2cc3cc4cc(OC)ccc4nc3o2)cc1	-3%	4%	.
Cc1cccc(-c2oc3ccccc3c2-c2ccc3c(c2)OCO3)c1	-6%	1%	2%
CCc1nn(CCCC(=O)NCc2ccc(OC)c(OC)c2)c(=O)c2cc3occc3n12	-2%	17%	.
COc1cc(CC(=O)Nc2ccccc2N2CCOCC2)cc(OC)c1OC	-7%	6%	5%
Cc1cc(C)n(CCCNC(=O)c2ccc3c(c2)NC(=O)CS3)n1	-14%	-4%	0%
Cc1ccc(NC(=O)C(CC(C)C)NC(=O)C2CCC(C)CC2)nc1 (stereo not drawn)	-2%	-7%	-11%
Cc1cc(C)cc(N(CCC#N)C(=O)COC(=O)C2=COCCO2)c1	-2%	0%	-3%
Cc1ccc(CNC(=O)CN(c2cccc([N+](=O)[O-])c2)S(C)(=O)=O)cc1	-2%	-1%	10%
COc1ccc(-c2nnc(-c3ccc(OCC(C)C)cc3)o2)cc1	-8%	-4%	17%
CN(C(=O)CSc1nc2ccccc2s1)c1c(N)n(Cc2ccccc2)c(=O)[nH]c1=O	-3%	-3%	1%
Cc1cccc(C)c1NC(=O)CCCSc1nnc(-c2ccco2)o1	-6%	-6%	7%[2.35 µM]
O=C(NC(=S)Nc1ccc2c(c1)OCCO2)c1ccccc1	-4%	-3%	2%
N#C/C(=C\c1cc2ccccc2nc1N1CCOCC1)C(=O)Nc1ccc(N2CCOCC2)cc1	-5%	-2%	-1%
Cc1c(C(=O)NC2CCN(Cc3ccccc3)C2)oc2ccc(Br)cc12 (stereo not drawn)	1%	-7%	-16%
Cc1ccc(C)c(NC(=O)C2CCCN(c3cnccn3)C2)c1 (stereo not drawn)	0%	-12%	-2%
COc1cccc(NC(=O)C2CCCN2S(=O)(=O)c2ccc3c(c2)n(C)c(=O)c(=O)n3C)c1 (stereo not drawn)	-2%&3%	-9%&0%	1%
Cc1c(C#N)c(=O)c(-[n+]2ccccc2)c([S-])n1-c1ccc(Cl)cc1	23%	7%	18%
c1ccc(-n2ncc3c(N4CCCC4)ncnc32)cc1	3%	5%	10%
COc1ccc([N+](=O)[O-])cc1NC(=O)C(C)OC(=O)c1ccccc1C(=O)c1ccc(Cl)cc1 (stereo not drawn)	-9%	1%	-6%
O=C(NCc1ccc(F)cc1)c1cccnc1	-12%	9%	-2%
COC(=O)C1CCN(c2cc(=O)n(-c3ccccc3Cl)c(=O)[nH]2)CC1	-6%	9%	2%
O=C(O)c1ccccc1SCc1nc2ccccn2c1Br	-1%	-13%	3%
O=C(NCCc1ccccc1)C(=O)NCC1OCCN1S(=O)(=O)c1cc(F)ccc1F (stereo not drawn)	-1%	-17%	-1%
COc1ccc(N2C(=O)CC(n3c(CCCCO)nc4ccccc43)C2=O)cc1 (stereo not drawn)	-3%	-10%	-18%
CC(C)CC(NC(=O)c1ccccc1NC(=O)c1ccccc1)C(=O)O (stereo not drawn)	-4%	5%	-13%
Cc1ccc(NS(=O)(=O)c2ccc(OCC(=O)NCc3ccncc3)cc2)cc1	58%[activator]	0%	9%
CCC1(C(=O)O)NC(c2cc(OC)ccc2O)C2C(=O)N(Cc3ccccc3)C(=O)C21 (stereo not drawn)	-22%	-3%	-3%
O=C1CSC(c2ccc(F)cc2)N1c1c(F)cccc1F (stereo not drawn)	-26%	-15%	4%
C=CCOc1cccc(C2/C(=C(/O)c3ccc4c(c3)CC(C)O4)C(=O)C(=O)N2CCN2CCOCC2)c1 (stereo not drawn)	-10%	14%	3%
COc1ccc(C(=O)NCC(=O)OCC(=O)NC2CCCCCC2)cc1OC	1%	20%	.
CCOC(=O)C1=C(C)NC(=O)NC1c1ccc(Br)s1 (stereo not drawn)	-2%	-3%	-4%
COc1ccc(C2C=C3CNS(=O)(=O)C3CC2OC(=O)c2cccs2)cc1 (stereo not drawn)	.	-12%	-2%
O=Cc1ccc(C(=O)OCC(=O)Nc2ccc(F)cc2F)cc1	-3%	10%	-6%
C=CCn1c(COc2cccc3cccnc23)nnc1SCC(=O)O	0%	9%	6%
Cc1cc(C)nc(Nc2nc3ccccc3[nH]2)n1	3%	5%	12%
Cc1oc(-c2ccc(Cl)cc2)nc1CN1CCCC(C(=O)N2CCOCC2)C1 (stereo not drawn)	-1%	-4%	-14%
COc1ccc(C2/C=C\CN(S(=O)(=O)CC34CCC(CC3=O)C4(C)C)CC(=O)N2Cc2ccc(F)cc2)cc1 (stereo not drawn)	.	5%	3%
CC(=O)c1cc(-c2ccc(F)cc2)n(CC(=O)NCc2ccc(C)cc2)c1C	-7%	2%	.
O=C(CN1C(=O)C(c2ccc(F)cc2)=NC12CCCC2)Nc1ccc(F)cc1	-10%	3%	15%
COc1ccccc1Nc1nc(NCCO)c2ccccc2n1	-8%	.	1%
O=[N+]([O-])c1ccccc1S(=O)(=O)Nc1ccc(-c2ccc3nncn3n2)cc1	-9%	-2%	-6%
COc1ccc(Cc2nnc(NC(=O)c3ccc(OC)cc3OC)s2)cc1	-3%	9%	-19%
CN(C)CCNC(=O)c1cc2cc(Br)ccc2oc1=O	-3%	4%	5%
CC(C)c1cccc(C(C)C)c1NC(=O)COC(=O)C1=COCCO1	-1%	-4%	-1%
CCCn1c(=O)c2ccccc2n2c(SCCOc3ccccc3F)nnc12	-8%	-20%	-22%
CN(C)C(CNS(=O)(=O)c1ccc2ccccc2c1)c1ccccc1 (stereo not drawn)	-3%	-11%	-12%

Reformatted: entries from further up.
Screens in order: GCN5L2 inh	FEN1 inh	N370S GC mod
> Cc1cccc(-c2oc3ccccc3c2-c2ccc3c(c2)OCO3)c1
  -6%	1%	2%
> CCc1nn(CCCC(=O)NCc2ccc(OC)c(OC)c2)c(=O)c2cc3occc3n12
  -2%	17%	.

High-throughput results (PubChem)

This is a subset; the hit share may differ from the screen's.
